# AT treatment: potential ataxia-telangiectasia treatment. Potency, µM (series often up to 57.5 µM), for the others: at the highest dose activation, actives largely listed as activators. 0.19% of 320,000 active. […] A-T fibroblasts, KAP-1 phosphorylation AlphaLISA; neocarzinostatin DNA damage 30 min before lysis; also: potency is read from the fitted curve at half-maximal effect; % of control where 0% means no effect; nearly all actives have a fitted effect of over 45% in size
#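 hTERT-immortalized A-T patient fibroblasts ([…]), 500 cells/well in OPTI-MEM, 1% FBS, got compounds for 60 min, then NCS for 30 min at 37C. Lysates were then assayed for phospho-KAP-1 by AlphaLISA (anti-pKAP1 donor, anti-KAP1 acceptor beads), 6 hr at 25C.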
# Coupling enz: inhibits coupling enzyme system, counter-screen for aldolase hits | activity change, negative = inhibition, % at 58.2 µM, hits read low | coupling enzyme system counterscreen, AmpLite Red fluorescence | 0.67% of 290,000 active; in the data active = activity change below about -30%; also: % is scaled to controls: 0 for no effect and ±100 for the full control effect
#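 Counterscreen lacking aldolase: glyceraldehyde-3-phosphate coupling-enzyme reagent preincubated 10 min at RT with compound (at 57.5 uM final), then substrate/coupling system with AmpLite Red added; fluorescence read at 525/598 nm after 20 min RT.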
# Integrin act MD: activates integrin-mediated alleviation for muscular dystrophy; alpha7betagal myoblasts, beta-gal FDG fluorescence, 48 h; Potency, µM (doses to about 38.3 µM), inactives show at the top dose activation, hits mostly activators; 0.064% of 350,000 active; AID 624291;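 also: potency is read from the fitted curve at half-maximal effect; 100% = response of the positive control SU9516; nearly all actives have a fitted effect of over 60% in size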
#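 Alpha7betagal+/- myoblasts (passage 13) were plated 16-24 hr, then exposed to compounds (1:260 dilution of DMSO stock) for 48 hours at 37C. After MPER lysis, β-galactosidase reporter activity was read as FDG fluorescence (ex 480/em 540) after 30 minutes.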
# KCNH2 3.1 inh: inhibitors of human KCNH2 3.1 potassium channel isoform. 0.95% of 340,000 active. activity change, % (tested at about 1.8 µM). U2OS KCNH2 3.1, thallium flux FluxOr; active compounds read low;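 active = maximum activity change below -70%; inconclusive = maximum activity change from -70% to -50%; inactive = maximum activity change above -50%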;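 also: thallium influx rate constant from kinetic fluorescence after stimulation buffer; % is scaled to controls: 0 for no effect and ±100 for the full control effect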
#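 Channel expression came from 3.1 mutant virus (1.77 x 10^8 /mL) applied to suspended U2OS cells for 4 h. Flux was tracked with FluxOr dye plus Red40 quencher, and kinetic rate constants normalized to controls.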
# hERG WT inh: inhibitors of human wildtype KCNH2 potassium channel; Q12809; U2OS, BacMam KCNH2, thallium flux FluxOr; active compounds read low; activity change, % at 1.84 µM; 0.37% of 340,000 active;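 active = maximum activity change below -70%; inconclusive = maximum activity change between -70% and -50%; inactive = maximum activity change above -50%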; also: % is scaled to controls: 0 for no effect and ±100 for the full control effect
#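 U2OS cells transduced with wild-type KCNH2 virus are loaded with FluxOr dye for 45 min, and thallium flux is measured in kinetic reads before and after stimulation buffer. Rate constants are normalized to DMSO controls.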
# ASM inhibitor: blocks human secretory acid sphingomyelinase | Potency, µM (highest dose often 57.5 µM), for inactives: at the top dose activity change, negative = inhibition, usual class: inhibitors | placental ASM, HMU-PC fluorogenic substrate, 60 min | P17405 | AID 504937 | 0.006% of 340,000 active; also: potency is read from the fitted curve at half-maximal effect
# Target sequence (P17405 47-631 limits assumed): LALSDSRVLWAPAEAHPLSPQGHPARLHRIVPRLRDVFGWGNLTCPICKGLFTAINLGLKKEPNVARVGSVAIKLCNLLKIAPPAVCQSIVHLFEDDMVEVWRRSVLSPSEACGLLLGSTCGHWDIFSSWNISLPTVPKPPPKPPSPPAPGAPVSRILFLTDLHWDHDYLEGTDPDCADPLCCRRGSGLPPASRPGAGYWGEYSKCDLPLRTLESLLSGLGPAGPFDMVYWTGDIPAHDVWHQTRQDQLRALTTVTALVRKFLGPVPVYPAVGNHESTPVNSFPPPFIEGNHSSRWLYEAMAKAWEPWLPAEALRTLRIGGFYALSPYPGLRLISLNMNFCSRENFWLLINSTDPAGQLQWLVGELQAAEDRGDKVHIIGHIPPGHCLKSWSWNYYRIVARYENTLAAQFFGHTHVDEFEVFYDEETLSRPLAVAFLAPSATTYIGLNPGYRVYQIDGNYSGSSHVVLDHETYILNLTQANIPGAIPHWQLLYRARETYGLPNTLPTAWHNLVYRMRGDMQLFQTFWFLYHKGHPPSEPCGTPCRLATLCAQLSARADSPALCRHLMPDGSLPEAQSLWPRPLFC
#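 Human placenta-derived ASM enzyme was preincubated with compound for 10 minutes at room temperature, then given fluorogenic substrate HMU-PC0 (9 uM final) for 60 minutes at 37 °C; a pH 10 stop preceded fluorescence reading at Ex 386/Em 447 nm.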
# GALK inh: blocks human galactokinase activity; Purified GALK, Kinase-Glo residual ATP luminescence; Potency, µM (titrated, usually from 57.5 µM), without a hit: top-dose activity change, negative = inhibition, actives largely listed as inhibitors; 0.007% of 270,000 active; AID 1868; also: potency is read from the fitted curve at half-maximal effect; % is scaled to controls: 0 for no effect and ±100 for the full control effect
#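 Galactose (100 uM) and ATP (35 uM) were turned over by 5 nM GALK for 1 h at RT. Kinase-Glo Plus then converted the remaining ATP into a luminescent signal.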
# CXXC DNA block: MLL CXXC-DNA interaction inhibition. Q03164. MLL-CXXC / FITC-HOXA9 DNA fluorescence polarization. Potency, µM (highest dose often 115 µM), for inactives: at the highest dose activity change, negative = inhibition, most hits filed as inhibitors. 0.037% of 290,000 active; active = well fitted inhibition curve with a large enough effect in the polarisation, with a control signal flat, not every such curve was filed as active; inconclusive = small, poorly fitted or top-dose-only effect, or effect the other way, or a change in a side signal; inactive = no such curve, though single readings can be large or run the other way; the % refers to the polarisation; also: potency is read from the fitted curve at half-maximal effect
#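 Purified MLL-CXXC (added from a 7 uM solution) was preincubated 5 min at ambient with pinned compounds in 50 mM Tris-HCl pH 7.5, 50 mM NaCl, 1 mM DTT, 0.05% BSA. Fluorescein-labeled HOX-A9 DNA (50 nM solution) followed, 30 min, then polarization read.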
# MBNL1 CUG block: blocks human MBNL1 binding to CUG repeat RNA; Q9NR56; TR-FRET MBNL1-His/biotin-(CUG)12 binding, 665/545 ratio; Potency, µM (doses to about 57.5 µM), inactives show at the top dose activity change, negative = inhibition, usual class: inhibitors; 0.036% of 280,000 active; active = well fitted inhibition curve with a large enough effect in the signal ratio, with a control signal flat, not every such curve was filed as active; inconclusive = small, poorly fitted or top-dose-only effect, or effect the other way, or a change in a side signal; inactive = no such curve, though single readings can be large or run the other way; the % refers to the signal ratio; also: potency is read from the fitted curve at half-maximal effect; % is scaled to controls: 0 for no effect and ±100 for the full control effect
# Target sequence (Q9NR56 whole entry, looked up): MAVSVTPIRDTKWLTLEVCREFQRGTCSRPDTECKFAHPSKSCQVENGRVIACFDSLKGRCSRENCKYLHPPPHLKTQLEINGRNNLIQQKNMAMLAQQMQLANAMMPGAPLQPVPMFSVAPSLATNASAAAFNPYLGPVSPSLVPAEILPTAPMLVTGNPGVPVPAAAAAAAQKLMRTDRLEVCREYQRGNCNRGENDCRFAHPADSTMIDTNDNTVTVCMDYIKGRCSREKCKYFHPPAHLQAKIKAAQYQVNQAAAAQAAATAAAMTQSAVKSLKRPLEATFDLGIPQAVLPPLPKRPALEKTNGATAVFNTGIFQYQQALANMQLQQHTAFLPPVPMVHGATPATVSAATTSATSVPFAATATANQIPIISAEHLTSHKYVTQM
#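 Compound titration spanned 92 nM–58 uM against the MBNL1-His/biotin-(CUG)12 complex. After 60 min at room temperature with 5 nM streptavidin-XL665 and 0.055 ng/ul terbium anti-His, ratiometric 665/545 nm emission (Ex 340 nm) normalized to controls.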
# TRPV1 ag: activates the human vanilloid receptor TRPV1; Q8NER1; TRPV1-expressing cells, Fluo-8 calcium influx, agonist mode; activation, % at 8.33 µM; 0.19% of 320,000 active; AID 540275; in the data active = activation above about 80%; inconclusive = between about 30% and that limit; also: 0% is about no effect
#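 Fluo-8 calcium influx in TRPV1-expressing cells, kinetic read (ex 480/em 520 nm). Compound added and read 3 min for agonist activity, followed by capsaicin at EC20 final and 2 min further read for enhancement.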
# Numbers without * were called inactive; ? = inconclusive; · = not tested or not shown; [ ] = remark or other dose. Unless noted, calls follow the shape of the dose curve; as a rule, active = well fitted curve in the direction sought with a large enough effect; inconclusive = small, poorly fitted or top-dose-only effect, or another doubt; inactive = no such curve, though single readings can be large; an effect the other way counts as inactive or inconclusive.
SMILES,AT treatment,Coupling enz,Integrin act MD,KCNH2 3.1 inh,hERG WT inh,ASM inhibitor,GALK inh,CXXC DNA block,MBNL1 CUG block,TRPV1 ag
Cc1ccc(NC(=O)c2ccc3c(c2)C(=O)N(Cc2cccnc2)C3=O)c(C)c1,5%,-4,0%,4,-8,1%,1%,7%,?,1
CCOC(=O)c1ccc(NS(=O)(=O)c2ccc(-c3coc(C)n3)cc2)cc1,1%,1,-11%,11,23,2%,1%,2%,-4%,10
CC(C)=N/N=C1/NC(=O)C(Cc2ccccc2)S1 (stereo not given),3%,5,10%,-5,3,-3%,2%,-12%,1%,7
Cc1c(OCC(=O)NCCN2CCOCC2)ccc2c1oc(=O)c1ccccc12,0%,3,1%,-14,-11,1%,1%,6%,-3%,1
O=C(Cn1cnc2c(cnn2-c2ccccc2)c1=O)NCCc1ccccc1,·,5,2%,-24,-2,-1%,-11%,4%,-2%,-1
COc1cc(-c2nnc(-c3cc(-c4ccccc4)nc4ccccc34)o2)cc(OC)c1OC,·,·,2%,-35,3,13%,·,·,·,·
CCC(=O)Nc1c(C#N)c2nc3ccccc3nc2n1C1CCCCC1,·,-2,-6%,-7,1,273%[activator],0%,-4%,·,4
Cc1ccc(S(=O)(=O)N2CCOCC2)cc1NC(=O)COC(=O)c1ccc(Cl)s1,-2%,·,0%,5,4,-1%,·,·,·,·
COc1ccccc1NC1=C(C)C(=O)CC1,13%,0,?,-13,-18,3%,-4%,-3%,-8%,0
COc1ccc2nc(Sc3c([N+](=O)[O-])nc(C)n3Cc3ccccc3)[nH]c2c1,8%,1,-57%[inhibitor],-2,1,26%,0%,-10%,17%,-6
O=C(N[C@@H](CCC/[N+]([O-])=C/c1ccccc1)C(=O)O)OCc1ccccc1,-4%[11.5 µM],·,-7%,-2,-2,5%,·,·,·,·
CNC1(C(N)=O)CCNCC1,7%,-1,17%,6,-1,4%,4%,?,1%,-3
CCOC(=O)CN1C(=O)N[C@@H](CCc2ccccc2)C(C(C)=O)=C1C,·,2,2%,3,6,20%,·,·,·,·
S=C(NCc1ccc2[nH]c3c(c2c1)CCCC3)Nc1ccccc1,-8%,-3,-36%,-3,-13,-8%,·,2%,27%,13
Cc1cc(NS(=O)(=O)c2ccc(NC(=O)C(CC(C)C)N3C(=O)c4ccccc4C3=O)cc2)nc(C)n1 (stereo not given),2%,6,23%,12,15,3%,-1%,-11%,0%,0
Cc1ccc(N/C=C/C(=O)c2ccc(C)cc2)cc1,·,0,8%,-20,18,29%,0%,1%,-11%,-8
O=C(NCc1ccccc1)c1cccc(COc2ccc3c(c2)CCC3)c1,1%,5,-32%,-16,-1,-9%,0%,3%,-2%,11
Cc1cccc(C(=O)Nc2ccccc2C(=O)NCc2cccnc2)c1,-3%,-1,0%,7,15,2%,1%,-5%,-1%,27
Cc1ccc(NS(=O)(=O)c2ccc(C(C)C)cc2)cc1S(=O)(=O)N1CCOCC1,7%,·,-3%,-4,4,-3%,·,·,·,·
CCOC(=O)C1CCN(C(=O)COC(=O)C2CCN(S(=O)(=O)c3ccc(C)c(C)c3)CC2)CC1,6%,·,19%,7,-2,-3%,·,·,·,6

# Arranged by molar mass (low to high): part of the list above
SMILES,AT treatment,Coupling enz,Integrin act MD,KCNH2 3.1 inh,hERG WT inh,ASM inhibitor,GALK inh,CXXC DNA block,MBNL1 CUG block,TRPV1 ag
Cc1ccc(N/C=C/C(=O)c2ccc(C)cc2)cc1,·,0,8%,-20,18,29%,0%,1%,-11%,-8
S=C(NCc1ccc2[nH]c3c(c2c1)CCCC3)Nc1ccccc1,-8%,-3,-36%,-3,-13,-8%,·,2%,27%,13
Cc1cccc(C(=O)Nc2ccccc2C(=O)NCc2cccnc2)c1,-3%,-1,0%,7,15,2%,1%,-5%,-1%,27
O=C(NCc1ccccc1)c1cccc(COc2ccc3c(c2)CCC3)c1,1%,5,-32%,-16,-1,-9%,0%,3%,-2%,11
O=C(N[C@@H](CCC/[N+]([O-])=C/c1ccccc1)C(=O)O)OCc1ccccc1,-4%[11.5 µM],·,-7%,-2,-2,5%,·,·,·,·
COc1ccc2nc(Sc3c([N+](=O)[O-])nc(C)n3Cc3ccccc3)[nH]c2c1,8%,1,-57%[inhibitor],-2,1,26%,0%,-10%,17%,-6
Cc1ccc(NS(=O)(=O)c2ccc(C(C)C)cc2)cc1S(=O)(=O)N1CCOCC1,7%,·,-3%,-4,4,-3%,·,·,·,·
Cc1cc(NS(=O)(=O)c2ccc(NC(=O)C(CC(C)C)N3C(=O)c4ccccc4C3=O)cc2)nc(C)n1 (stereo not given),2%,6,23%,12,15,3%,-1%,-11%,0%,0

# The list continues:
SMILES,AT treatment,Coupling enz,Integrin act MD,KCNH2 3.1 inh,hERG WT inh,ASM inhibitor,GALK inh,CXXC DNA block,MBNL1 CUG block,TRPV1 ag
CCc1nc2c3cnn(-c4cc(Cl)ccc4C)c3ncn2n1,13%,-1,19%,-5,4,5%,-1%,-3%,-14%,22
COc1ccc(NC(=O)c2cc([N+](=O)[O-])nn2Cc2ccccc2)c(C)c1,-2%,-1,-10%,0,-6,-3%,-1%,7%,7%,?
COc1ccc(C2CC(c3cccs3)=NN2c2ccc(C=O)cc2)cc1 (stereo not given),25µM*,-7,17%,-42,-21,·,2%,19%,32%[activator],16
O=C(Cc1ccc([N+](=O)[O-])cc1)Nc1cccc(C(F)(F)F)c1,-1%,2,-3%,7,0,-6%,-4%,-3%,-4%,26
CN1c2ccccc2N(C)C1c1c(O)ccc2ccccc12,-2%,-6,-5%,14,-20,7%,-2%,1%,2%,-3
COCn1c(COc2ccc3ccccc3c2)nc2ccccc21,1%,-1,0%,-12,-2,-5%,1%,-2%,-5%,26
CC[n+]1c(/C=C(\C)SC)sc2ccccc21,9%,-11,-13%,-6,0,-3%,-7%,-3%,-5%,·
Cc1ccccc1OCC(=O)O/N=C(\N)Cc1ccc(Cl)cc1,21%,4,12%,5,1,-8%,-2%,-4%,2%,26
C=CCC1(C#N)C(SC)=NC2=C(C(=O)CC(C)(C)C2)C1c1ccc(Br)cc1 (stereo not given),5%,-1,4%,-12,-3,-8%,1%,3%,-13%,13
C=CCNCCCCOc1ccccc1-c1ccccc1,-9%,1,?,-2,4,2%,1%,-2%,-8%,2
CC1(C)CC(=O)C(C=Nc2cccc(/N=C/C3=C(O)CC(C)(C)CC3=O)n2)=C(O)C1,·,2,·,·,·,·,3%,0%,6%,-4
CCCCSc1nnc(NC(=O)CCc2ccccc2)s1,-2%,5,18%,1,1,1%,0%,-4%,0%,4
Cc1ccccc1-c1cc(C(=O)NCC2CC2)nn1CC1CC(c2cccc([N+](=O)[O-])c2)=NO1 (stereo not given),2%,·,6%,·,·,-1%,·,·,·,4
COc1cccc(CC(=O)OCC(=O)NCCc2ccc(F)cc2)c1,3%,·,-2%,1,3,3%,·,·,·,?
O=C(COc1ccc(F)cc1Cl)Nc1cccc(S(=O)(=O)N2CCCCCC2)c1,1%,·,10%,-18,-7,-3%,·,·,·,3
CN1Cc2sc(NC(=S)NC(=O)c3ccccc3)c(C#N)c2CC1(C)C,-9%,-3,10%,-9,5,50%[activator],-1%,35%[activator],?,4
CC(NC(=S)Nc1c(Cl)cccc1OC(F)F)C(C)(C)C (stereo not given),-7%,1,-7%,2,4,4%,-3%,0%,-10%,15
COc1cc(NC(=O)C2CCN(S(=O)(=O)c3cccs3)CC2)cc(OC)c1,-1%,·,-8%,-17,6,0%,·,·,·,-1
Cc1cc(NC(=O)C(C)SCC(=O)Nc2ccccc2N2CCCC2)no1 (stereo not given),-3%,·,11%,4,-5,0%,·,·,·,2
COc1cccc(/C=N/NC(=O)c2c(-c3ccccc3)noc2C)c1OC,·,·,7%,-2,-7,0%,·,·,·,·
COc1ccc(Nc2ccc(N3C(=O)CCCC3=O)cc2[N+](=O)[O-])c(OC)c1,-11%,11,22%,1,0,-7%,0%,2%,?,-4
Clc1nc(CN2CCCCC2)nc2sc3c(c12)CCCC3,-4%,2,-28%,0,19,-1%,3%,33%[activator],-9%,8
Cc1ccc(NC(=O)c2ccc(=O)[nH]c2)cc1S(=O)(=O)N1CCCCCC1,3%,·,-10%,19,8,0%,·,·,·,·
CC(=O)Nc1cccc2c1C(=O)N(c1ccc(C)cc1)C2=O,2%,4,14%,-18,-2,4%,-2%,-3%,?,-2
CCc1ccc(-n2c(O)c(C=NCCN(CC)CC)c(=O)[nH]c2=O)cc1,-6%,3,20%,2,20,0%,3%,24%,2%,-1
CC(=O)N(Cc1ccccc1)C1CC(=O)N(Cc2ccccc2)C1=O (stereo not given),·,·,9%,0,1,-3%,·,·,·,·

# Source: PubChem
